High-throughput results from PubChem.
Menin MLL FP TR: displaces Texas Red mutant MLL peptide from human menin; Menin + Texas Red MLL mutant peptide, fluorescence polarization; Potency, µM (highest dose often 61.6 µM), for inactives: top-dose FP activity change, negative = inhibition, usual class: inhibitors; O00255; hit rate 0.23% among 270,000; active means well fitted inhibition curve with a large enough effect in the polarisation, with a control signal flat, not every such curve was filed as active; inconclusive means small, poorly fitted or top-dose-only effect, or effect the other way, or a change in a side signal; inactive means no such curve, though single readings can be large or run the other way; the % refers to the polarisation; further: potency means the concentration at half of the fitted maximal effect; % of control where 0% means no effect; many of its hits are not listed in these tables
Target sequence (O00255 whole entry, looked up): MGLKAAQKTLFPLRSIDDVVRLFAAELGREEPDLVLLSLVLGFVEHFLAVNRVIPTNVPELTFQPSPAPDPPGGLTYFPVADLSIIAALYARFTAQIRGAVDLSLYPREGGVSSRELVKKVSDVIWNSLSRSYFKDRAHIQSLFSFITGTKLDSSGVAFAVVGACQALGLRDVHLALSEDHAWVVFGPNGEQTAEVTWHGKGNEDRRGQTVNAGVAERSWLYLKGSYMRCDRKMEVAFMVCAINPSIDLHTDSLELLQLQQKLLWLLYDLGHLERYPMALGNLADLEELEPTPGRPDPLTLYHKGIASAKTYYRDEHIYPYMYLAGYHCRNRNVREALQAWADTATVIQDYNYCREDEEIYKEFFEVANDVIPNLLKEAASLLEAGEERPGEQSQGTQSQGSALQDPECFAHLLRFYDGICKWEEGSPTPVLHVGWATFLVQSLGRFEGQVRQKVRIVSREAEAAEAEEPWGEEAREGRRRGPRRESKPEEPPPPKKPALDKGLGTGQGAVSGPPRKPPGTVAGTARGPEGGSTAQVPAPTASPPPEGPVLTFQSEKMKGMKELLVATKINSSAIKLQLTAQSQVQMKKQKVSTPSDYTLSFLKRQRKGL
RORgamma inh: ROR gamma (mouse) transcription inhibition; P51450; Drosophila S2 Gal4-RORgamma UAS-luciferase reporter, 20 h; Potency, µM (series often up to 53.6 µM), for the others: top-dose activity change, negative = inhibition, actives largely listed as inhibitors; hit rate 5.4% among 310,000; AID 2551; further: potency means the concentration at half of the fitted maximal effect; on the % scale 0 is the no-effect control and ±100 the full control effect; nearly all actives have a fitted effect of over 60% in size
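Drosophila S2 cells stably expressing Gal4-DBD/mouse RORγ fusion under metallothionein promoter plus UAS-luciferase; compound 1 h, then 700 uM CuSO4 induction for 20 h at ambient temperature; inhibition read as reduced luminescence.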
Rab9 prom act: Rab9 promoter activation; hit rate 2.8% among 320,000; Potency, µM (doses to about 9.22 µM), for inactives: at the highest dose activation, negative = inhibition, most hits filed as activators; Huh7 Rab9 promoter-luciferase reporter, luminescence, 24 h; further: potency means the concentration at half of the fitted maximal effect; % of control where 0% means no effect; nearly all actives have a fitted effect of over 60% in size
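Cell-based reporter: Huh7 stable for Rab9 promoter-driven luciferase, plated in reduced-serum medium with 10% FBS at 1500 cells/well, compound-treated 24 h at 37 °C, luminescence read after 10 min reagent.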
Mito fusion act: inhibitors of mitochondrial division or activators of mitochondrial fusion. S. cerevisiae fusion-defective mutant growth rescue, CellTiterGlo 48 h. Potency, µM (series often up to 46.1 µM), for inactives: top-dose growth rescue (activation), usual class: activators. hit rate 0.23% among 320,000. AID 485298;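 further: potency means the concentration at half of the fitted maximal effect; % of control where 0% means no effect; nearly all actives have a fitted effect of over 45% in size; temperature-sensitive fusion mutants such as fzo1-1 at 37 °C on non-fermentable ethanol glycerol medium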
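Luminescent cell viability in 1536-well qHTS format served as the measure of rescued growth in ts fusion-mutant S. cerevisiae cultured on non-fermentable YPEG for 48 hours at 37C.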
KCNH2 3.1 inh: blocks the human KCNH2 3.1 channel isoform; U2OS KCNH2 3.1, thallium flux FluxOr; active compounds read low; activity change, % (tested at about 1.8 µM); hit rate 0.95% among 340,000; AID 720553;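 active means maximum activity change below -70%; inconclusive means maximum activity change from -70% to -50%; inactive means maximum activity change above -50%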;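 further: thallium influx rate constant from kinetic fluorescence after stimulation buffer; on the % scale 0 is the no-effect control and ±100 the full control effect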
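We transduce U2OS cells with the mutant 3.1 virus, culture them overnight, load FluxOr with Red40 quencher for 45 min, then add stimulation buffer and read kinetically for 2 min to derive a normalized rate constant.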
MBNL1 CUG block: blocks human MBNL1 binding to CUG repeat RNA; Q9NR56; TR-FRET MBNL1-His/biotin-(CUG)12 binding, 665/545 ratio; Potency, µM (doses to about 57.5 µM), without a hit: top-dose activity change, negative = inhibition, usual class: inhibitors; hit rate 0.036% among 280,000; AID 2675; active means well fitted inhibition curve with a large enough effect in the signal ratio, with a control signal flat, not every such curve was filed as active; inconclusive means small, poorly fitted or top-dose-only effect, or effect the other way, or a change in a side signal; inactive means no such curve, though single readings can be large or run the other way; the % refers to the signal ratio; further: potency means the concentration at half of the fitted maximal effect; on the % scale 0 is the no-effect control and ±100 the full control effect
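Ratiometric TR-FRET (665 over 545 nm, excitation 340 nm) tracks disruption of MBNL1-His/biotin-(CUG)12 complex after 60 min at room temperature, with compounds at 92 nM to 58 uM final.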
ELG1 DNA repair: inhibitors of ELG1-dependent DNA repair in HEK293T cells | AID 504467 | hit rate 2.3% among 330,000 | HEK293T ELG1-luciferase reporter, luminescence, 16 h; DNA damage induced by 5-fluorouridine | Potency, µM (doses to about 46.1 µM), for the others: at the highest dose activity change, negative = inhibition, most hits filed as inhibitors; further: potency means the concentration at half of the fitted maximal effect; on the % scale 0 is the no-effect control and ±100 the full control effect; nearly all actives have a fitted effect of over 55% in size
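Cells (2,000 per well) received 5-fluorouridine plus test compound or DMSO and were incubated 16 hr at 37 °C, 5% CO2. Luciferase activity was read by luminescence 30 min after ONE-Glo addition; signal suppression marked inhibition of damage-induced ELG1 function.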
VP16 counter: Gal4-VP16 reporter inhibition counter-screen. Drosophila S2 Gal4-VP16 UAS-luciferase, luminescence, 20 h. Potency, µM (doses to about 53.6 µM), for the others: at the highest dose activity, negative = inhibition, hits mostly inhibitors. hit rate 3.5% among 310,000;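 further: Gal4-VP16 expression switched on by copper sulfate through the metallothionein promoter; potency means the concentration at half of the fitted maximal effect; on the % scale 0 is the no-effect control and ±100 the full control effect; nearly all actives have a fitted effect of over 50% in size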
FLuc counter: firefly luciferase modulation, counter-screen for miR-21 project | P08659 | purified FLuc, Km substrates, luminescence inhibition | Potency, µM (doses to about 57.5 µM), for the others: at the highest dose activity change, negative = inhibition, hits mostly inhibitors | hit rate 6.9% among 360,000 | AID 588342;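 further: potency means the concentration at half of the fitted maximal effect; plate controls were vehicle for no effect and reference inhibitor for full effect; nearly all actives have a fitted effect of over 55% in size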
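Biochemical qHTS of compounds, final roughly 60 µM downward over six points, against 10 nM purified firefly luciferase using Km concentrations of substrates (10 uM D-luciferin, 10 uM ATP) in Tris acetate pH 7.5 buffer; luminescence output.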
NPC1 prom act: activators of NPC1 promoter; Huh7 NPC1 promoter luciferase reporter, 24 h; Potency, µM (doses to about 9.22 µM), for inactives: at the highest dose activation, hits mostly activators; hit rate 2.4% among 320,000; AID 485313;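 further: potency means the concentration at half of the fitted maximal effect; % of control where 0% means no effect; nearly all actives have a fitted effect of over 60% in size; reporter is driven by a mutant NPC1 promoter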
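Readout is luciferase luminescence, reflecting NPC1 promoter activation in stably transfected Huh7 cells after 24 h compound exposure at 37 °C in reduced-serum medium with 10% FBS.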
PKM2 activator: increases activity of human pyruvate kinase M2 | AID 1631 | hit rate 0.34% among 260,000 | P14618 | purified PKM2, Kinase-Glo ATP luminescence, activation; response scale: 0% is enzyme alone, no compound | Potency, µM (doses to about 57.5 µM), for inactives: at the top dose activation, actives largely listed as activators; further: potency means the concentration at half of the fitted maximal effect; on the % scale 0 is the no-effect control and ±100 the full control effect; nearly all actives have a fitted effect of over 55% in size
Target sequence (P14618 whole entry, looked up): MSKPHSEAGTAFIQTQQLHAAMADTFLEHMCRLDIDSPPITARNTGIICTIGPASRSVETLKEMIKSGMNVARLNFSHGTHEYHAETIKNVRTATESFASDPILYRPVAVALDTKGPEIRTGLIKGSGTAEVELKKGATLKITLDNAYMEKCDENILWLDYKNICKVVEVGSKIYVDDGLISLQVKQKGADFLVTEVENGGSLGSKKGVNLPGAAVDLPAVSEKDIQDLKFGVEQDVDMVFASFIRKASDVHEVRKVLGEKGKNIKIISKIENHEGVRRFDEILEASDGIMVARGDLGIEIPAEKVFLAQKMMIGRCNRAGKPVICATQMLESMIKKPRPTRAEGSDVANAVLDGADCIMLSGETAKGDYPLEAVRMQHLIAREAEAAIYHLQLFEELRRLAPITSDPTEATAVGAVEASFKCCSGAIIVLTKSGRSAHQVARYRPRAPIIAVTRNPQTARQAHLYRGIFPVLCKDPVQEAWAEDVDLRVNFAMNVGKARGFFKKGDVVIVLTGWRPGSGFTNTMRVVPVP
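hPK-M2, >95% pure; 0.1 mM ADP / 0.5 mM PEP final; imidazole pH7.2 buffer w/ 7 mM MgCl2, 50 mM KCl; 1 h RT; Kinase-Glo lum. Intermediate enzyme activity for dual inhibitor/activator qHTS.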
An asterisk follows results filed as active; ? = inconclusive; · = not tested or not shown; & = joins results of further samples; [ ] = remark or other dose. Unless noted, the call rests on the fitted dose curve; in most records, active means well fitted curve in the direction sought with a large enough effect; inconclusive means small, poorly fitted or top-dose-only effect, or another doubt; inactive means no such curve, though single readings can be large; an effect the other way counts as inactive or inconclusive. Only part of the results is shown, so the mix of outcomes need not match the whole.

nr	Molecule	Menin MLL FP TR	RORgamma inh	Rab9 prom act	Mito fusion act	KCNH2 3.1 inh	MBNL1 CUG block	ELG1 DNA repair	VP16 counter	FLuc counter	NPC1 prom act	PKM2 activator
1	C[n+]1cc[nH]c1SCC(=O)c1ccccc1	-2.8%	2.5%	?	-2.0%	-1.2	-9.2%	?	0.1%	23.9µM*	?	-22.0%
2	Cc1c(CC(=O)NCCCCCC(=O)O)c(=O)oc2c(C)c3oc4c(c3cc12)CCCC4	-14.9%	-25.8%	5.4%	-2.3%	3.0	-9.6%	-2.0%	10.1%	?	0.4%	·
3	Cc1cc2ncc(S(=O)(=O)C(C)(C)C)c(N)n2n1	-12.2%	-40.4%	2.8%	-1.9%	3.8	-5.3%	2.6%	-17.5%	0.5%	-2.1%	-5.5%
4	O=C1CN(C(=O)/C=C/c2ccccc2F)c2ccccc2N1	2.5%	7.7%	27.7%	1.7%	-28.2	10.0%	?	-12.7%	?	11.6%	-12.6%
5	COc1ccc2sc(SCCCS(=O)(=O)O)[n+](CCCS(=O)(=O)[O-])c2c1	-25.8%	23.0%	3.5%	-5.3%	-203.4*	?	2.0%	-7.0%	6.6%	-0.4%	-3.4%
6	O=C1SC(SC(=Nc2ccccc2)Nc2ccccc2)C(=O)N1c1ccccc1 (centres undefined)	7.6%	-71.8%	25.4%	7.6%	-9.6&6.3	17.4%	?	-1.8%	?	13.2%	1.2%
7	Cc1ccc(C(=O)/C=C/Nc2ccc3c(c2)OCO3)cc1	?	?	0.708µM*	1.7%	-33.7	4.6%	?	-49.1%	0.269µM*	0.708µM*	2.6%
8	CCCc1nnc(SCC(=O)Nc2nc(C)cs2)n1CCOC	1.0%	0.4%	6.6%	-5.2%	-5.2	2.4%	?	0.2%	-19.8%	0.0%	-7.0%
9	Cc1nc2ccccc2n1CC(O)COc1ccc(Br)cc1 (centres undefined)	0.9%	?	-14.9%	-6.7%	-23.0	4.2%	?	14.1µM*	2.0%	-10.3%	-0.9%
10	Nc1cc(=O)[nH]c(=O)n1CCc1ccccc1	26.6%	0.5%	1.4%	1.1%	-4.8	-8.3%	5.8%	6.3%	-9.8%	-0.4%	-1.5%
11	Cc1cc(C(=O)OCC(=O)Nc2cc(S(=O)(=O)N3CCOCC3)ccc2Cl)c(C)o1	4.2%	8.9%	0.5%	0.8%	3.8	-5.2%	?	3.9%	1.6%	-1.0%	-7.8%
12	Cc1c(C(=O)N(Cc2ccccc2)Cc2cccnc2)cnn1-c1ccc(F)cc1	·	32.7%	-2.4%	0.2%	2.6	·	-14.1%	-1.6%	-0.6%	-3.3%	-2.4%
13	CCOc1ncccc1C(=O)Nc1cccc(-c2nnc3n2CCCCC3)c1	-22.6%	9.6%	-1.2%	-1.5%	3.2	-3.2%	?	-5.9%	3.9%	-2.4%	1.5%
14	CCCCC(=O)Nc1ccc(C(=O)Nc2cc(C(F)(F)F)ccc2Cl)cc1	19.2%	-27.5%	-8.6%	6.9%	-83.7*	-7.7%	-8.9%	?	-0.2%	-6.8%	2.1%
15	CCc1ccc(OCc2nnc(NC(=O)c3cccs3)s2)cc1	0.4%	-25.5%	13.7%	-1.1%	4.4	16.4%	10.2%	8.4%	2.7%	-0.1%	-6.4%
16	COc1cc(Cl)ccc1NC(=S)N(CCN1CCOCC1)C1CCN(C(C)=O)CC1	10.2%	28.6%	-6.3%	5.8%	-4.3	-15.9%	8.3%	-6.8%[10 µM]	-0.5%	-0.7%	6.1%
17	CCc1nn(C(C)C(=O)NCc2cccc(Cl)c2)c(=O)c2cc3occc3n12 (centres undefined)	·	20.4%	-1.6%	-3.3%	-9.0	2.7%	-2.5%	3.3%	3.4%	2.0%	·
18	C/C(=N\NC(=O)Cc1cccc2ccccc12)c1ccncc1	0.6%	?	0.4%	0.2%	-9.4	-1.8%	-8.8%	?	-10.5%	-4.1%	0.6%
19	O=C(Nc1nnc(C2CC2)s1)c1cc(S(=O)(=O)N2CCN(c3ccccc3)CC2)ccc1Cl	-16.3%	-41.3%	-6.1%	4.5%	-12.0	10.6%	3.8%	-6.9%	-0.2%	-4.4%	2.9%
20	Cc1ccc(C)c(Cn2nc(-c3ccccc3)ccc2=O)c1	-5.9%	8.9%	-2.2%	28.3%	-5.8	4.7%	?	4.3%	2.3%	1.6%	·

Next section
nr	Molecule	Menin MLL FP TR	RORgamma inh	Rab9 prom act	Mito fusion act	KCNH2 3.1 inh	MBNL1 CUG block	ELG1 DNA repair	VP16 counter	FLuc counter	NPC1 prom act	PKM2 activator
21	COc1ccc(C(=O)N(CC2CCCO2)C(C(=O)NC2CCCC2)c2ccc(Cl)cc2)cc1OC (centres undefined)	-12.9%	10.7%	1.9%	-0.6%	-0.6	-5.1%	5.0%	5.7%	2.3%	0.1%	-0.5%
22	O=C(O)c1ccc(F)c(S(=O)(=O)Nc2ccccc2Cl)c1	5.8%	-11.7%	-2.0%	6.5%	8.9	-9.9%	?	?	14.1%	1.3%	5.4%
23	Cc1cc(OCC(=O)NCc2ccncc2)c2c(C)cc(=O)oc2c1	1.1%	-11.8%	-1.2%	4.0%	4.2	-0.7%	10.5%	3.7%	-1.3%	3.8%	0.1%
24	CCCCCC(=O)Nc1ccc2ccccc2c1	15.8%	-6.1%	?	-0.6%	3.8	?	?	17.7%	13.5µM*	?	-0.2%
25	CCCCN1C(=O)CCC(C(=O)O)C1c1ccc([N+](=O)[O-])cc1 (centres undefined)	-18.6%	5.2%	5.1%	-1.5%	9.0	?	?	1.7%	-0.5%	1.2%	·
26	COc1ccc(NC(=O)c2cc(N3C(=O)C4C5CCC(C5)C4C3=O)ccc2Cl)c(OC)c1 (centres undefined)	?	3.6%	-2.1%	9.8%	-2.3	0.2%	?	-2.9%	1.0%	0.6%	0.2%[0.46 µM]
27	COc1ccccc1N1C(=O)CSC1=NC(=O)c1ccccc1	·	-2.3%	1.6%	-5.8%	-3.1	·	28.8%	-20.4%	-2.8%	7.7%	6.3%
28	Cc1csc(C(C#N)C(=O)c2cc3ccccc3o2)n1 (centres undefined)	?	10µM*	2.82µM*	-4.5%	7.7	?	?	-28.9%	1.35µM*	2.82µM*	-22.8%
29	O=C(OCc1nnc(-c2ccccc2)o1)c1cc(=O)c2ccccc2o1	23.4%	-10.4%	4.7%	4.2%	-5.7	5.3%	?	13.8%	?	3.0%	-4.7%
30	O=C(NCCCN1CCOCC1)c1ccccc1-c1ccccc1	2.9%	-18.9%	-4.7%	-3.8%	3.3	16.3%	0.5%	18.4%	5.5%[2.3 µM]	-0.9%	-2.4%
31	CC(=O)c1c(C)[nH]c(C(=O)N2CCCC(C)C2)c1C (centres undefined)	22.6%	10.4%	0.6%	-6.1%	-1.6	0.6%	11.3%	19.8%	-0.8%	-0.4%	·
32	Cc1cc(NC(=O)CSc2ncccn2)no1	16.7%	?	-1.0%	1.1%	3.5	-2.5%	6.9%	-4.6%	1.7%	-0.6%	7.0%
33	CCN(CC(=O)Nc1ccc(NC(C)=O)cc1)C(=O)c1ccccc1SCc1c(C)noc1C	·	·	0.4%	-0.7%	2.1	·	-0.2%	·	3.7%	1.9%	·
34	Cc1ccnc2nc(C(=O)NC3CCCc4ccccc43)nn12 (centres undefined)	-7.1%	-11.0%	-3.2%	11.4%	-0.4	-16.7%	8.1%	8.5%	0.5%	0.2%	-2.7%
35	CCOC(=O)C1CCN(C(=O)COc2ccc(Cl)cc2C)CC1	?	?	7.1%	-0.3%	·	-0.5%	0.8%	-20.0%	0.4%	1.2%	-1.6%
36	CC1CCN(CCCn2c(=S)[nH]c3ccccc3c2=O)CC1	-6.1%	-32.8%	0.9%	-1.3%	-14.5	-4.9%	2.7%	7.9%	3.6%	2.9%	-7.0%
37	Cc1cc(C)n2nc(SCC(=O)Nc3ccc(F)c(F)c3F)nc2n1	·	·	-1.6%	1.4%	0.8	·	-12.4%	·	-1.6%	0.1%	·
38	O=S(=O)(c1ccccc1)c1ncc(C(F)(F)F)cc1O	3.6%	?	-0.5%	4.4%	-12.4	·	-7.3%	0.5%	?	-29.9%	11.7%
